ER stress rescue: rescue of cells from ER stress-induced death, primary screen, 384-well, CSM14.1, thapsigargin, ATP luminescence (AID 1222) | CSM14.1 thapsigargin-induced death rescue, ATP luminescence; higher % means a stronger effect | cellular ATP content (survival), % at 20 µM, or EC50 in µM where a hit was titrated | 190,000 tested, under 10 active;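 active = EC50 below 50 µM in the dose-response confirmation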;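 also: death triggered by thapsigargin at about 15 µM added after 2 h compound pretreatment; cell ATP read after overnight thapsigargin exposure of roughly 18 to 22 hours; normalized against plate controls of thapsigargin alone and 5% DMSO vehicle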
Ins promoter up: MIN6 insulin promoter up-regulation; MIN6 insulin promoter-GFP reporter, high-content imaging; active compounds read high; z-score at 5 µM; 190,000 compounds, 0.3% hits;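 active = z-score above 3 at 5 µM with at least 500 cells counted in the well; inconclusive = wells under 500 cells, flagged as cytotoxic or low count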
MT stabilize HCS: microtubule stabilization, imaging screen; HeLa tubulin immunostaining HCS, 24 h; share of cells brighter than vehicle mean+2SD; % tubulin-high responders, % at 10 µM; 200,000 compounds, 0.83% hits;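 active = plate Z-score above 3 for both tubulin-high and condensed-nucleus cell shares, with cell loss under 80%, at 10 µM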;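 also: anti alpha tubulin signal scored within the nucleus-defined area of each cell; some results filed as inactive read as strong as hits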
Autophagy mod: alters autophagy in cells; calls only at 10 µM (by protocol); MEF GFP-LC3 puncta imaging; test concentration mostly 10 µM; AID 463193; 190,000 compounds, 0.98% hits;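 active = percentage of spot-positive cells more than 3 SD above its plate mean, without a fluorescence outlier flag or 80% toxicity; inconclusive = no clear call, values can overlap the other calls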;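 also: spot-positive cell cutoff set from DMSO-treated cells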
M17LAP inhibition: P. falciparum M17LAP inhibitors, primary screen, biochemical, fluorogenic H-Leu-NHMec substrate, 1536-well (AID 1619); recombinant M17LAP, H-Leu-NHMec fluorogenic kinetic assay; higher % means a stronger effect; one-dose inhibition, % at 30 µM; IC50 in µM for titrated hits; 220,000 compounds, 0.38% hits;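 active = compound inhibiting the enzyme by more than half at any dose during confirmatory dose-response retesting; inconclusive = strong single-dose inhibitors picked by rank but not retested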;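 also: plate controls were full reaction with DMSO carrier for no effect and no enzyme background for full effect; strong numbers were not always called active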
UTI89 phage lysis: inhibition of K1F phage lysis, E. coli UTI89, bacterial capsule biogenesis inhibitors, alamar blue (AID 488966). E. coli UTI89 K1F phage lysis, alamar blue, 2 h; higher % means a stronger effect. inhibition, % at 100 µM; hits with a dose series show IC50 in µM. 340,000 compounds, 0.02% hits;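 active = phage lysis inhibition, versus mean bacterial control, above a set limit; inconclusive = no clear call, values can overlap the other calls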;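 also: capsule biogenesis inhibitors block K1F phage lysis so surviving cells raise fluorescence; higher fluorescence means more inhibition of phage lysis; actives were called in the ten point dose series up to 300 µM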
P. falciparum M1AAP: malaria alanyl aminopeptidase activity blockers – biochemical, fluorogenic H-Leu-NHMec substrate, 1536-well (AID 1445); recombinant M1AAP, H-Leu-NHMec fluorogenic kinetic assay; higher % means a stronger effect; one-dose inhibition, % at 30 µM; IC50 in µM for titrated hits; 220,000 compounds, 0.42% hits;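 active = primary inhibition above the hit cutoff, then over 50% inhibition at one or more dose response concentrations, cut at about 23% in these data, passing the limit was not always enough; inconclusive = conflicting primary data, or primary hits not chosen for dose response; inactive = low primary inhibition, or under 50% at every dose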;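 also: plate controls were DMSO full reaction for no effect and no enzyme background for full effect; strong numbers were not always called active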
Dynein transport: dynein cargo transport inhibition; 3617.4 mouse cells, GR-EGFP nuclear translocation imaging; test concentration mostly 20 µM; stimulated with dexamethasone, 1 µM; active compounds read low; z-score, hits read low; 220,000 compounds, 0.47% hits;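 active = plate z-score of nuclear minus cytoplasmic receptor signal below a set negative limit, without overly bright fluorescence or cell loss, cut at about -3.5 in these data, passing the limit was not always enough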;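 also: z-score of nuclear minus cytoplasmic ring GR-EGFP intensity difference per well; some compounds called inactive have numbers as strong as hits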
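Also added: dexamethasone, 1.0 µM final. Medium: tet-free, stripped-serum medium. Detection: fixed, Hoechst-stained cells imaged at 10x for EGFP. Read-out: nuclear-to-cytoplasmic GR-EGFP distribution per well. Times: induction 48 h, compound 1 h, agonist 30 min.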
b-catenin transl: beta-catenin nuclear translocation modulation; HeLa beta-catenin nuclear translocation, immunofluorescence imaging; 190,000 compounds, 0.3% hits; nuclear translocation activity, % at 5 µM; AID 1665;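 active = nuclear translocation activity above 50% at 5 µM, with a well cell count of 50 or more; inconclusive = wells under 50 cells across six images, flagged as toxic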;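 also: per-cell ratio of nuclear to cytoplasmic median beta-catenin stain intensity; plate controls were DMSO negative control for no effect and GSK-3 inhibitor IX positive control for full effect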
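System: Human HeLa cells, endogenous beta-catenin | Compound dosing: 5 µM primary, 0.02–20 µM confirmation | Timing: 24 h compound exposure at 37°C, 5% CO2 | Measured by: Fluorescence imaging of beta-catenin antibody stain plus DAPI | Read-out basis: % activation of per-cell nuclear versus cytoplasmic median beta-catenin signal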
Dynein transport cytoplasmic EGFP: second read-out of Dynein transport, no call of its own (marks repeat the call); z-score; measured here: cytoplasmic GR-EGFP intensity; active compounds read high
Dynein transport nuclear GR-EGFP: second read-out of Dynein transport, no call of its own (marks repeat the call); z-score; measured here: nuclear GR-EGFP intensity;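 lower value marks the stronger effect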
Dynein transport cell count: recorded beside Dynein transport, whose call it bears; z-score; measured here: cell count per field
Ins promoter up cell count: recorded beside Ins promoter up, whose call it bears; cell count; measured here: cytotoxicity, nuclei count;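 total cells summed across four imaged fields per well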
b-catenin transl cell count 5 µM: second read-out of b-catenin transl, no call of its own (marks repeat the call); cell count; measured here: cell count, cytotoxicity flag
MT stabilize HCS Hoechst-high %: second read-out of MT stabilize HCS, no call of its own (marks repeat the call); % Hoechst-high responders; measured here: nuclear condensation Hoechst responders;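 share of cells brighter than vehicle mean plus two SD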
MT stabilize HCS cytotoxicity %: recorded beside MT stabilize HCS, whose call it bears; toxicity, %; measured here: cytotoxicity by cell density;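 0% = mean cell density of plate MIN control wells and 100% = no cells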
Autophagy mod cell loss 18 h: recorded beside Autophagy mod, whose call it bears; toxicity, %; measured here: cell loss, nuclei count;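 cell loss after 18 h compound exposure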
An asterisk follows results filed as active; i = inactive; ? = inconclusive; . = no result given; [ ] = another dose, or the depositor's remark.

Value order – ER stress rescue	Ins promoter up	Ins promoter up cell count	MT stabilize HCS	MT stabilize HCS Hoechst-high %	MT stabilize HCS cytotoxicity %	Autophagy mod	Autophagy mod cell loss 18 h	M17LAP inhibition	UTI89 phage lysis	P. falciparum M1AAP	Dynein transport	Dynein transport cytoplasmic EGFP	Dynein transport nuclear GR-EGFP	Dynein transport cell count	b-catenin transl	b-catenin transl cell count 5 µM
COc1ccc(C2/C(=C(/O)c3ccc(OC(C)C)cc3)C(=O)C(=O)N2CCCN2CCOCC2)cc1 (stereo unspecified)
→ -1.8%	0.28	1301	3.5	2.4	7.0	i	32	33%	2.6%[50 µM]	5%	0.76	-0.19	1.8	-1.3	-2.5	598
O=C(CSc1nnc(-c2ccco2)n1-c1ccccc1)NCc1ccco1
→ 0.2%	-0.95	1650	2.4	1.6	3.4	i	1	0%	-0.7%	5%	1.7	-0.14	0.43	-2.2	0.9	1310
CC1=C(C(=O)N(C)Cc2ccccc2)C2(CCC(C)CC2)OC1=O (stereo unspecified)
→ -0.7%	0.41	917	1.5	2.3	6.8	.	.	4%	-0.7%	3%	0.069	-0.11	0.39	-0.84	1.5	901
COc1cccc(N(CC(=O)N2CCN(c3ccccc3OC)CC2)S(C)(=O)=O)c1
→ -0.5%	0.25	1075	2.2	1.3	3.2	i	-1	2%	0.1%	0%	0.12	0.026	0.59	-1.4	-4.1	1152
COc1ccccc1NS(=O)(=O)c1cccc(C(=O)N/N=C/c2ccc3c(c2)OCCO3)c1
→ -1.6%	0.59	1396	2.7	2.1	2.5	i	-7	5%	-1.9%	5%	-0.12	-0.27	-0.31	0.29	2.0	947
N#CCSCC(=O)Nc1ccccc1
→ 4.7%	-0.27	1233	3.0	2.3	6.9	i	0	8%	5.3%	1%	0.24	-0.18	0.52	0.76	.	.
O=C(Nc1ncccc1Cl)c1ccccc1F
→ -2.6%	-0.06	1305	5.9	3.3	2.0	i	-9	6%	0.0%[50 µM]	10%	0.85	-0.12	0.88	-1.7	-4.9	518
O=c1[nH]cnc2c1N=C(c1cccc([N+](=O)[O-])c1)CC(c1ccccc1)N2 (stereo unspecified)
→ -0.5%	1.1	1374	2.2	2.0	6.2	i	12	6%	0.0%	4%	-1.1	-0.33	-0.47	1.1	0.0	1553
COc1cc2ccc(=O)oc2c(CC=C(C)C)c1OC
→ .	0.67	1075	.	.	.	.	.	-4%	8.3%	5%	-0.79	-0.62	-0.12	0.059	-0.1	1137
CCOc1ccc(N/C(N)=N/c2nc(CSc3nnc(C)s3)cc(=O)[nH]2)cc1
→ .	1.6	1182	.	.	.	.	.	-1%	0.3%	-3%	1	0.018	0.43	0.25	8.6	807
C=CCN(CC=C)S(=O)(=O)c1ncn[nH]1
→ -0.8%	-0.43	1471	4.5	2.5	5.0	i	-5	4%	0.1%	11%	-0.31	-0.2	0.15	-0.41	-0.1	821
COc1ccc(OC)c(NC(=O)CCc2c[nH]c3ccccc23)c1
→ -0.3%	0.28	1364	3.0	3.4	9.6	i	3	-4%	0.2%	-8%	-0.6	-0.31	-0.38	0.32	0.9	1111
CCOC(=O)c1sc(N(Cc2ccccc2)C(=O)CN2C(=O)CN(C)C2=O)nc1C
→ 3.1%	-0.13	1623	2.2	1.5	12	i	-2	-4%	3.1%	-2%	-0.7	-0.26	-0.37	1.2	1.6	1350
CCOC(=O)CN1C(=O)N(CC)C(C)=C(C(=O)OC)[C@@H]1c1ccccc1
→ .	-0.17	983	.	.	.	.	.	6%	0.4%	1%	0.014	-0.85	0.15	-0.17	-0.9	1137
O=C1Nc2ccc(S(=O)(=O)N3CCCCCC3)c3cccc1c23
→ -0.4%	0.54	962	2.9	2.4	11	i	-1	-26%	0.3%	15%	i	.	.	-3.1	.	.
C/C(=N\Nc1nc(N2CCOCC2)nc(N2CCOCC2)n1)c1ccc([N+](=O)[O-])cc1
→ -0.9%	.	.	2.1	2.0	6.9	i	0	2%	-1.6%	3%	0.011	-0.28	-0.004	0.47	3.9	543
CCC(C)N1CCCCC1C(=O)Nc1c(C)cc(C)cc1C (stereo unspecified)
→ 3.4%	.	.	3.7	2.2	5.5	i	3	14%	0.3%	-4%	-0.67	-0.15	-0.027	-1.2	-0.9	520
COC(=O)c1ccc(CSc2nnc(Nc3ccc(OC)cc3)s2)o1
→ -1.5%	-1	1458	2.9	2.3	6.6	i	-6	49%	3.1%	7%	1.1	-0.13	0.84	0.35	0.9	1408
O=C(Nc1cnn(Cc2ccccc2)c1)c1cc2nc(-c3ccco3)cc(C(F)(F)F)n2n1
→ 1.9%	-0.1	1107	i	.	100	i	-3	7%	0.7%	8%	-1.2	-0.19	0.026	0.78	1.7	1261
Cc1ccc(-c2cc(-c3ccccc3)no2)c(O)c1
→ -6.0%	-0.55	1187	4.8	2.9	11	i	-1	4%	-0.1%	0%	-0.16	-0.25	-0.33	-0.24	1.2	1011
FC(F)(F)c1cccc(NC(=S)NCC2COc3ccccc3O2)c1 (stereo unspecified)
→ -1.3%	0.69	1314	3.2	3.8	4.8	i	7	15%	0.4%	3%	-0.36	-0.23	-0.51	0.36	.	.
O=C(NCc1ccc(Cl)cc1Cl)C1CC(=O)N(Cc2ccccc2)C1 (stereo unspecified)
→ 0.0%	-0.84	1218	2.3	3.8	7.2	i	-1	-1%	0.5%	5%	0.06	-0.25	0.57	-0.45	-1.3	1076
COc1cc(C)c(Br)cc1S(=O)(=O)N1CCOCC1
→ -0.2%	1.2	1218	1.2	1.6	26	i	4	13%	1.1%	14%	-0.85	-0.3	-0.72	0.82	-1.2	1088
Cc1cc(C)n(CC(C)C(=O)O)n1 (stereo unspecified)
→ -2.1%	-0.05	1425	3.4	1.0	9.0	i	-10	-14%	0.2%	6%	-0.25	-0.19	0.16	0.74	-1.9	1124
C/C(=N\OCC(=O)Nc1ccc2c(c1)OCCO2)c1ccc2c(c1)OCCO2
→ 1.9%	0.3	1534	6.3	1.3	5.2	i	-1	-14%	1.8%[50 µM]	-5%	0.19	0.24	0.33	-0.54	-2.3	1097
Cc1cccc(-c2csc(N)c2C(=O)OC(C)C)c1
→ -0.4%	.	.	1.9	2.0	7.9	i	-2	?	-0.2%	19%	-0.72	-0.091	-0.28	-2	.	.
COc1cc(CNCCSc2nnnn2C)cc(Br)c1OCc1ccccc1F
→ 4.5%	1.8	780	2.7	1.2	5.0	i	11	10%	0.7%	-3%	1	-0.25	0.83	0.42	2.0	1112
Cc1nc(P(=O)(c2ccccc2)c2ccccc2)c(N2CCOCC2)o1
→ 2.0%	-0.6	1238	3.2	2.8	7.3	i	-31	14%	-0.5%	4%	0.36	-0.2	0.35	-0.31	-7.1	1070
CCC(=O)NNC(=O)c1c(O)c2ccccc2[nH]c1=O
→ 0.1%	0.78	1567	2.8	2.1	0.8	i	14	32%	-2.9%	30%	-0.66	-0.25	-0.38	0.98	-3.0	1095
CCOC(=O)c1ccc(NC(=O)CSc2nnc(CNc3ccc(OC)cc3)n2C)cc1
→ 0.6%	-0.16	1272	5.9	4.4	8.0	i	-22	-2%	0.0%	1%	-0.85	-0.022	-0.28	0.44	-8.1	984
COc1ccc(NC(C)=O)cc1NC(=O)CN1CCN(CC(=O)Nc2ccc(Cl)cc2)CC1
→ -0.8%	-0.73	1212	5.8	3.2	20	i	41	12%	1.2%	3%	0.54	-0.0096	0.24	0.13	-0.7	1435
CC(=O)c1ccc(Oc2nc3c(c(=O)n(C)c(=O)n3C)n2C)cc1
→ 5.0%	.	.	2.2	1.1	3.4	i	38	-1%	0.1%	-2%	0.27	-0.21	0.21	-0.38	0.5	1094
C=CCNC(=O)c1ccc(Sc2ccc(C)cc2)c([N+](=O)[O-])c1
→ -0.8%	-0.59	1525	2.6	1.4	6.5	i	-19	-10%	0.3%	8%	-0.64	-0.17	-0.62	0.65	3.3	1357
COc1ccc(-c2c(C#N)c(N)nc(Sc3ccc(Cl)cc3)c2C#N)cc1
→ .	0.26	882	.	.	.	.	.	3%	-0.5%	3%	0.02	-0.26	0.5	1	1.1	1261
CCn1nc(C)c(CN2CCc3c([nH]c4ccccc34)C2c2ccc(F)c(OC)c2)c1C (stereo unspecified)
→ -2.1%	-4.9	1316	3.2	2.7	0.1	i	23	-3%	0.1%	-4%	-0.94	-0.22	-0.34	0.95	2.6	951
CCOC(=O)c1cn(-c2ccccc2)nc1-c1ccncc1
→ 1.5%	-1.6	1232	2.7	2.1	12	i	-2	17%	0.9%	4%	-0.39	-0.42	-0.31	-0.058	-7.4	954
CC1(c2nnc(-c3ccncc3)o2)CC(c2ccc([N+](=O)[O-])cc2)=NO1 (stereo unspecified)
→ .	-0.16	926	.	.	.	.	.	4%	2.0%	2%	0.033	-0.82	0.3	0.3	-1.5	1134
CC1CCc2cc(F)cc3c(=O)c(C(=O)O)cn1c23 (stereo unspecified)
→ 0.1%	.	.	4.9	2.8	14	i	25	17%	-10%	8%	-1.5	-0.13	-0.15	1.2	.	.
